# KCNH2 3.1 inh – qHTS for Inhibitors of KCHN2 3.1: Mutant qHTS. Potassium voltage-gated channel subfamily H member 2, brain isoform KCNH2 3.1 (human). U2OS KCNH2 3.1, thallium flux FluxOr; hits give low values. activity change, % (tested at about 1.8 µM). hit rate 0.95% among 340,000. AID 720553, 2013;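 active = maximum activity change below -70%; inconclusive = maximum activity change from -70% to -50%; inactive = maximum activity change above -50%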;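 also: thallium influx rate constant from kinetic fluorescence after stimulation buffer; % is scaled to controls: 0 for no effect and ±100 for the full control effect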
#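 Measured as rate of thallium-driven FluxOr signal in transduced U2OS cells carrying the 3.1 channel, read kinetically for 2 min upon stimulation; values are rate constants scaled to DMSO control wells.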
# hERG WT inh – qHTS for Inhibitors of KCHN2 3.1: Wildtype qHTS; Voltage-gated inwardly rectifying potassium channel KCNH2 (Homo sapiens), Q12809; U2OS, BacMam KCNH2, thallium flux FluxOr; hits give low values; activity change, % at 1.84 µM; hit rate 0.37% among 340,000;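 active = maximum activity change below -70%; inconclusive = maximum activity change between -70% and -50%; inactive = maximum activity change above -50%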; also: % is scaled to controls: 0 for no effect and ±100 for the full control effect
#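 U2OS cells transduced with wild-type KCNH2 virus are loaded with FluxOr dye for 45 min, and thallium flux is measured in kinetic reads before and after stimulation buffer. Rate constants are normalized to DMSO controls.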
# FBPA coupling cs – qHTS Assay for Inhibitors of Fructose-1,6-bisphosphate Aldolase from Giardia Lamblia: Coupling assay counterscreen | coupling enzyme system counterscreen, AmpLite Red fluorescence | activity change, negative = inhibition, % at 58.2 µM, hits read low | hit rate 0.67% among 290,000 | AID 2472, 2010; in the data active = activity change below about -30%; also: % is scaled to controls: 0 for no effect and ±100 for the full control effect
#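 Counterscreen lacking aldolase: glyceraldehyde-3-phosphate coupling-enzyme reagent preincubated 10 min at RT with compound (at 57.5 uM final), then substrate/coupling system with AmpLite Red added; fluorescence read at 525/598 nm after 20 min RT.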
# Giardia kill – Small Molecules that selectively kill Giardia lamblia: qHTS | Giardia lamblia trophozoite viability | AID 540267, 2011 | hit rate 0.15% among 340,000 | activity change, % at 7.66 µM, hits read low; in the data active = activity change below about -80%; inconclusive = between about -30% and that limit;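 also: parasites exposed to compound for two days anaerobically before the ATP read; % is scaled to controls: 0 for no effect and ±100 for the full control effect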
#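 Anaerobic 48 hrs incubation at 37 deg C of 100 trophozoites/well with test compounds; ATPLite 1-Step luminescence, 15-30 min RT, reports cellular ATP as viability.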
# CXXC DNA block – qHTS Fluorescence Polarization Assay for Inhibitors of MLL CXXC domain - DNA interaction; hit rate 0.037% among 290,000; Potency, µM (doses to about 115 µM), inactives show top-dose activity change, negative = inhibition, hits mostly inhibitors; MLL-CXXC / FITC-HOXA9 DNA fluorescence polarization; Histone-lysine N-methyltransferase 2A (Homo sapiens), Q03164; active = well fitted inhibition curve with a large enough effect in the polarisation, with a control signal flat, not every such curve was filed as active; inconclusive = small, poorly fitted or top-dose-only effect, or effect the other way, or a change in a side signal; inactive = no such curve, though single readings can be large or run the other way; the % refers to the polarisation; also: potency is read from the fitted curve at half-maximal effect
# Target sequence (Q03164 whole entry, looked up, the tested form may be a part): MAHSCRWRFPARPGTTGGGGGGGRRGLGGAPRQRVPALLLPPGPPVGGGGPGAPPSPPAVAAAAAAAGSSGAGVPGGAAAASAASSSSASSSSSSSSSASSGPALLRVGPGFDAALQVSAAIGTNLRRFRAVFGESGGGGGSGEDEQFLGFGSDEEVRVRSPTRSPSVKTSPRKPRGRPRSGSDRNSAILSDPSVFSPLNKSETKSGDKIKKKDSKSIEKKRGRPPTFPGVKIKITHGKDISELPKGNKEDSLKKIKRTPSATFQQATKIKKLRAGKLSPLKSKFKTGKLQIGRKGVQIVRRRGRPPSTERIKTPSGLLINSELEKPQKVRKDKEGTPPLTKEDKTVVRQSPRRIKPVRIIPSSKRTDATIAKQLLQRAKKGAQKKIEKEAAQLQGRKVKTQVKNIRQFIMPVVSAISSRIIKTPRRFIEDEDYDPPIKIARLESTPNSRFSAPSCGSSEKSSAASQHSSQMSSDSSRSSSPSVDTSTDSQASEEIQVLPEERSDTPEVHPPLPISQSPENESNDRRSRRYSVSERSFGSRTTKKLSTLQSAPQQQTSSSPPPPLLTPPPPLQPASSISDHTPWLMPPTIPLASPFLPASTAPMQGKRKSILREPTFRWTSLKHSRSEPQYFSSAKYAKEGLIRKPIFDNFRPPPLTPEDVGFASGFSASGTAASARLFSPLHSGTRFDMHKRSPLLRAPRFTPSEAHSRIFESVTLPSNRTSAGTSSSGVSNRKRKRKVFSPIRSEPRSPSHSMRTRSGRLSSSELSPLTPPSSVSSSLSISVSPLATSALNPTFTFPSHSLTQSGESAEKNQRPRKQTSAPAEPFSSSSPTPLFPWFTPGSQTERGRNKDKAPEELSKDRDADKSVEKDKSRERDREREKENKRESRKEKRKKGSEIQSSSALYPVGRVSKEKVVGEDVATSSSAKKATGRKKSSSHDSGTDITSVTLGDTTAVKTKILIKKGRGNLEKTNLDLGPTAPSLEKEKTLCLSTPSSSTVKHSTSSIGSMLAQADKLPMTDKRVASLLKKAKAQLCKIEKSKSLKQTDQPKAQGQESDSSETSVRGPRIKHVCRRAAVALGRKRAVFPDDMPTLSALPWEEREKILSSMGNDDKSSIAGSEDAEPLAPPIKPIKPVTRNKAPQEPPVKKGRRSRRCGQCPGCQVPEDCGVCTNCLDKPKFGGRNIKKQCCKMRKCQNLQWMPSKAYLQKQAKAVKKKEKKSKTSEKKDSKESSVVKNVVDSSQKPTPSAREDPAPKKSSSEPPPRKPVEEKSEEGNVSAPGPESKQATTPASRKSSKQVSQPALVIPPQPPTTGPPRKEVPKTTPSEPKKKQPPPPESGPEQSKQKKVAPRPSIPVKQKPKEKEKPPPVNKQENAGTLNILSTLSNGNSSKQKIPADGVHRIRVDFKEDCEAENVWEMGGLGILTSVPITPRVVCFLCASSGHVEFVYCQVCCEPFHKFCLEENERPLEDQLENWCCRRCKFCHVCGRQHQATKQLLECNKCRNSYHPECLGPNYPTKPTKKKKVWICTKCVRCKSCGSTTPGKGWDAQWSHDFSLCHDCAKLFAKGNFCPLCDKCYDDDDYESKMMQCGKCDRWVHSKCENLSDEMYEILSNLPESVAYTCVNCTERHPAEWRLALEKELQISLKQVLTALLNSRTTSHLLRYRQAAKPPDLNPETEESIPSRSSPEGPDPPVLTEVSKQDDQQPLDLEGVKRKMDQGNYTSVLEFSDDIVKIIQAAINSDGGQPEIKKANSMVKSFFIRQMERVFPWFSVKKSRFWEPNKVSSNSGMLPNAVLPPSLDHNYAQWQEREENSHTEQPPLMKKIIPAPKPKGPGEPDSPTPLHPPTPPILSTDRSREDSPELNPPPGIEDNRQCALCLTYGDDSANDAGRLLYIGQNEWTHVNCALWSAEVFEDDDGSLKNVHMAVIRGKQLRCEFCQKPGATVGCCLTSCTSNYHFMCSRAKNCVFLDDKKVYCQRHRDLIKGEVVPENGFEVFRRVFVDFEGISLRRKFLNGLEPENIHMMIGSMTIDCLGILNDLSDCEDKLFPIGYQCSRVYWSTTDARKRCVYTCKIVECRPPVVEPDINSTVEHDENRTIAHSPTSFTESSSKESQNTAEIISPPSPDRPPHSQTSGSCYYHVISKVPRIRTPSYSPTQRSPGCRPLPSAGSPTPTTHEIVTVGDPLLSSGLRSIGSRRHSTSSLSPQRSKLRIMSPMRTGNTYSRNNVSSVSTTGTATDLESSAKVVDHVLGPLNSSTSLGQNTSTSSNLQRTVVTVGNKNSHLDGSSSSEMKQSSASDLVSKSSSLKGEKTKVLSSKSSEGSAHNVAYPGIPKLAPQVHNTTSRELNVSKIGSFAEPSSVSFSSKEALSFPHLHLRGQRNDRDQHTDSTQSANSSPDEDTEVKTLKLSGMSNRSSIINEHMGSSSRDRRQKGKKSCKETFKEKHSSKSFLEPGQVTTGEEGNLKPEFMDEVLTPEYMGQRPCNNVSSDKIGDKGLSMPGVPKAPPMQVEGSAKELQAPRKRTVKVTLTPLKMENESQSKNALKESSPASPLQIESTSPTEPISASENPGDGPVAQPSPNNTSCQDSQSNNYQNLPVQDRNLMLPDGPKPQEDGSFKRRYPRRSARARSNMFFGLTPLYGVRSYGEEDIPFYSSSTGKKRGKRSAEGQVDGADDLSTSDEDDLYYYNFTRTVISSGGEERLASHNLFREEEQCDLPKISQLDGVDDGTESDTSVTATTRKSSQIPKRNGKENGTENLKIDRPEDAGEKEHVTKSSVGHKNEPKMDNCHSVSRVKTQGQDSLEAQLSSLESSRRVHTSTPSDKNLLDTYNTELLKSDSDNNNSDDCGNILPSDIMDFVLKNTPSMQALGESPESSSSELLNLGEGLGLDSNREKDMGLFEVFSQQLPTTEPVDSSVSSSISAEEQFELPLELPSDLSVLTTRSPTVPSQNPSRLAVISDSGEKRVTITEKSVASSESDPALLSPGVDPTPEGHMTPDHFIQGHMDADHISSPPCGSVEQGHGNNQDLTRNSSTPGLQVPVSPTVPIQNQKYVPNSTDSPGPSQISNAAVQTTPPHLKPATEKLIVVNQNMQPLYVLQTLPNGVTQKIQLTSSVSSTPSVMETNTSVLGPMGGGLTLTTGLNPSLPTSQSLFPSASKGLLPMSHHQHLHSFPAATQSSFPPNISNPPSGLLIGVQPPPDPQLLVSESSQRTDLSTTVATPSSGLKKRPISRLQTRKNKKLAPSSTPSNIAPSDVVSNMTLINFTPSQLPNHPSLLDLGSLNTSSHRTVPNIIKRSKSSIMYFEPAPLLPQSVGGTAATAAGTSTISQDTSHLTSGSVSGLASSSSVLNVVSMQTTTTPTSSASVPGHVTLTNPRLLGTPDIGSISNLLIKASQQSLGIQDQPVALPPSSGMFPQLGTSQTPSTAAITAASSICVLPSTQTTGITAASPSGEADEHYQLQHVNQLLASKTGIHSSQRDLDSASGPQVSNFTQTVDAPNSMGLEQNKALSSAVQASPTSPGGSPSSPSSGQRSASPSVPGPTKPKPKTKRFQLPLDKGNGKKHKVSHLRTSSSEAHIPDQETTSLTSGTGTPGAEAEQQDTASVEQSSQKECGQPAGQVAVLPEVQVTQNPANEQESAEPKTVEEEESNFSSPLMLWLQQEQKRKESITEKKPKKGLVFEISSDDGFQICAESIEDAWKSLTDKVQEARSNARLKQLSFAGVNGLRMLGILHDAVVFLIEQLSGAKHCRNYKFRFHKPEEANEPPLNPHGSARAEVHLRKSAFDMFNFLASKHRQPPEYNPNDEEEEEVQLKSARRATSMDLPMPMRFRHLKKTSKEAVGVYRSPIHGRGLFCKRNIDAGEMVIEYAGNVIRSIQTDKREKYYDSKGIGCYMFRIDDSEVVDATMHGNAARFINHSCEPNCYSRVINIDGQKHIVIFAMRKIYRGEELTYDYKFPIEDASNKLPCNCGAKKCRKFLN
#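 Fluorescence polarization: 7 uM MLL-CXXC (stock) preincubated 5 min with compounds, then 50 nM fluorescein-HOX-A9 DNA (stock) added; 30 min ambient. Buffer 50 mM Tris-HCl pH 7.5, 50 mM NaCl, 1 mM DTT, 0.05% BSA.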
# Menin MLL FP TR – qHTS Assay for Inhibitors Targeting the Menin-MLL Interaction in MLL Related Leukemias: Competition With Texas Red Labeled MLL-derived Mutant Peptide; Potency, µM (top dose mostly 61.6 µM), without a hit: at the highest dose FP activity change, negative = inhibition, actives largely listed as inhibitors; hit rate 0.23% among 270,000; Menin + Texas Red MLL mutant peptide, fluorescence polarization; O00255; active = well fitted inhibition curve with a large enough effect in the polarisation, with a control signal flat, not every such curve was filed as active; inconclusive = small, poorly fitted or top-dose-only effect, or effect the other way, or a change in a side signal; inactive = no such curve, though single readings can be large or run the other way; the % refers to the polarisation; also: potency is read from the fitted curve at half-maximal effect; % of control where 0% means no effect; many of its hits are not listed in these tables
# PKM2 activator – qHTS Assay for Activators of Human Muscle isoform 2 Pyruvate Kinase; Pyruvate kinase PKM (Homo sapiens), P14618; purified PKM2, Kinase-Glo ATP luminescence, activation; response scale: 0% is enzyme alone, no compound; Potency, µM (highest dose often 57.5 µM), for the others: at the highest dose activation, usual class: activators; hit rate 0.34% among 260,000; AID 1631, 2009; also: potency is read from the fitted curve at half-maximal effect; % is scaled to controls: 0 for no effect and ±100 for the full control effect; nearly all actives have a fitted effect of over 55% in size
#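 hPK-M2, >95% pure; 0.1 mM ADP / 0.5 mM PEP final; imidazole pH7.2 buffer w/ 7 mM MgCl2, 50 mM KCl; 1 h RT; Kinase-Glo lum. Intermediate enzyme activity for dual inhibitor/activator qHTS.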
# GALK inhibitor – qHTS Assay for Inhibitors of Human Galactokinase (GALK) | P51570 | Purified GALK, Kinase-Glo residual ATP luminescence | Potency, µM (series often up to 57.5 µM), inactives show at the top dose activity change, negative = inhibition, actives largely listed as inhibitors | hit rate 0.007% among 270,000 | AID 1868, 2009; also: potency is read from the fitted curve at half-maximal effect; % is scaled to controls: 0 for no effect and ±100 for the full control effect
#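 ATP-depletion format; final 35 uM ATP, 100 uM D-galactose, 5 nM enzyme; pH 8.0 HEPES/Mg2+ buffer; 60 min RT; luminescence read 10 min after detection reagent.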
# B2AR arrestin – qHTS assay of beta-arrestin-biased ligands of beta2-adrenergic receptor. beta-arrestin recruitment to beta2AR, cell-based reporter. AID 492947, 2010. hit rate 0.02% among 330,000. Potency, µM (titrated, usually from 46.1 µM), for inactives: at the top dose activation, most hits filed as activators;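 also: potency is read from the fitted curve at half-maximal effect; 0% = DMSO controls and full agonism = EC100 isoproterenol or metaproterenol; nearly all actives have a fitted effect of over 65% in size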
# USP2a block – qHTS Assay for Inhibitors of Ubiquitin-specific Protease USP2a Using CHOP2 as the Reporter; USP2 core, Ub-CHOP2 coupled fluorogenic reporter, 485/531; Ubiquitin carboxyl-terminal hydrolase 2 (Homo sapiens), O75604; hit rate 0.01% among 330,000; Potency, µM (top dose mostly 38.3 µM), for inactives: at the top dose activity change, negative = inhibition, usual class: inhibitors;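 also: potency is read from the fitted curve at half-maximal effect; plate controls were DMSO wells for no effect and full inhibition by NEM control for full effect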
#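 Deubiquitinase activity read as fluorescence (485/531 nm) after Ub-CHOP2 cleavage activates the enterokinase reporter on its substrate; USP2 core 10nM, Ub-CHOP2 and substrate 25nM each, 30min compound preincubation then 60min RT; data normalized to NEM, curves fitted.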
# TRPV1 ag – HTS Assay for Compounds that Act as Agonists of the Vanilloid Receptor 1. TRPV1-expressing cells, Fluo-8 calcium influx, agonist mode. hit rate 0.19% among 320,000. Transient receptor potential cation channel subfamily V member 1 (Homo sapiens), Q8NER1. activation, % at 8.33 µM. AID 540275, 2011; in the data active = activation above about 80%; inconclusive = between about 30% and that limit; also: 0% is about no effect
#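 Cells expressing TRPV1 were dye-loaded with Fluo-8 and read kinetically: 10 s baseline, 3 min after compound (agonist portion), then 2 min after EC20 capsaicin (allosteric enhancer portion). Calcium-bound dye fluorescence at 480/520 nm.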
# Starred values were filed as active, the others as inactive; ? = inconclusive; nt = no result given; [ ] = remark or other dose. Unless noted, calls follow the shape of the dose curve; as a rule, active = well fitted curve in the direction sought with a large enough effect; inconclusive = small, poorly fitted or top-dose-only effect, or another doubt; inactive = no such curve, though single readings can be large; an effect the other way counts as inactive or inconclusive.
SMILES,KCNH2 3.1 inh,hERG WT inh,FBPA coupling cs,Giardia kill,CXXC DNA block,Menin MLL FP TR,PKM2 activator,GALK inhibitor,B2AR arrestin,USP2a block,TRPV1 ag
CCOC(=O)[C@@H]1[C@H]2COc3ccccc3[C@H]2N2C(=O)N(c3cccc(F)c3)C(=O)[C@]12C,22,2,0,-8,1%,-3%,1%,nt,-0.9%,1%,0
O=C(OCc1ccc(Cl)c(Cl)c1)c1cnccn1,-2,9,2,-16,7%,7%,5%,3%,-0.8%,6%,0
COc1ccc(OC)c2c1sc(=NC(=O)C1CCCCC1)n2C,-3,-10,6,-13,-3%,nt,11%,-1%,-0.5%,3%,3
CC(C)(C)c1ccc(-c2noc(CCC(=O)NCC3CCCO3)n2)cc1 (stereo not given),0,5,0,-17,5%,4%,6%,2%,0.1%,-7%,22
O=C(Nc1ccc(-c2nc3ccccc3[nH]2)cc1)c1ccccc1NS(=O)(=O)c1ccc(F)cc1,4,0,6,-19,6%,?,7%,-8%,0.0%,-2%,0
CCCn1c(=S)[nH]c2cc(C(=O)N3CCc4ccccc4C3)ccc2c1=O,2,-3,2,0,4%,-1%,2%,0%,0.0%,6%,5
CC1(C)CC(=O)C2=C(C1)N1C(=C(C#N)C2c2ccc(Cl)cc2)N=C(N)c2ccccc21 (stereo not given),-28,4,-5,-8,17%,13%,6%,nt,-0.9%,-4%,7
COc1cc(OC)c(NC2=CC(=O)C(=O)c3ccccc32)cc1Cl,6,10,-50*,10,-29%,?,nt,nt,-0.1%,-2%,-6
COc1ccc(S(=O)(=O)NCc2ccco2)cc1-c1nnc2c3ccccc3c(C)nn12,-2,3,-3,-11,5%,-8%,28%,0%,-0.2%,0%,3
Cc1cccc(/C=N/NC(=O)NC2CCCCC2)c1,-13,1,3,14,9%,-6%,-2%,1%,-2.6%,-1%,23
N#CC(C(=O)c1ccccc1Cl)=C1SCCCS1,9,-7,2,-13,5%,nt,-4%,5%,-0.6%,2%,1
Cc1cc(C)n2nc(S(=O)(=O)NCCc3ccccc3)nc2n1,5,-2,6,?,-8%,-2%,7%,2%,-0.9%,?,-2
COc1cc2[nH]c(=S)n(NC(=O)c3ccccc3)c(=O)c2cc1OC,7,4,-5,-2,5%,5%,2%,-3%,-0.1%,10%,-3
COc1ccc(S(=O)(=O)Nc2ccc3c(c2)OCCO3)cc1Cl,-15,2,0,-2,-5%,16%,13%,-1%,0.1%,-2%,4
O=C(Cn1nnc2ccccc21)N/N=C\c1cccs1,27,6,1,-15,0%,-1%,5%,-2%,-1.1%,4%,2
CCOc1ccc(C(=O)CCC(=O)NC2=NCCS2)cc1,13,-30,nt,-3,nt,nt,nt,nt,0.1%,0%,7
CCc1c(C#N)c(N)nc(SCC(=O)OCc2ccccc2)c1C#N,-1,-8,1,-12,-9%,6%,-2%,-5%,0.1%,2%,-3
Cc1ccc(Nc2nnc(SCC(=O)N(C)C3CCS(=O)(=O)C3)s2)cc1 (stereo not given),-7,2,-8,-7,-5%,2%,11%,-6%,0.0%,0%,-4
CC(C)NC(=O)N(C)C[C@H]1Oc2ccc(NC(=O)C3CC3)cc2C(=O)N([C@H](C)CO)C[C@@H]1C,-4,6,nt,-15,nt,nt,nt,nt,-0.1%,10%,nt
Cc1ccc(NC(=O)C2CC(=O)Nc3nncn32)cc1 (stereo not given),-8,8,1,9,-11%,-10%,1%,-1%,-0.1%,5%,-1
Cc1ccc(NS(C)(=O)=O)c(C(=O)c2ccccc2)c1,1,-2,-1,3,-5%,-4%,-3%,0%,0.2%,-2%,0
Oc1ccccc1/C=N/NC(=S)NC1CC2CCC1C2 (stereo not given),0,-7,0,-28,6%,nt,6%,nt,0.5%,2%,14
O=C(NCc1cccnc1)NC1CC(=O)N(c2ccc3c(c2)OCCO3)C1 (stereo not given),24,-3,0,-15,1%,5%,0%,6%,0.3%,5%,1
COCCn1c(=O)[nH]c2cc(C(=O)Nc3nnc(C)s3)ccc21,13,1,0,6,19%,?,4%,2%,0.0%,4%,-1
COC(=O)CSc1nnc([C@H](Cc2ccccc2)NC(=O)OC(C)(C)C)o1,7,-5,-2,-2,-4%,-17%,15%,4%,0.3%,0%,-4
COc1ccc(C(=O)COC(=O)C2CC3CCCC(C2)C3=O)cc1Br (stereo not given),-3,1,nt,2,nt,nt,nt,nt,-0.3%,0%,11
CCCCC(=O)NC(NC(=S)N1CCOCC1)C(Cl)(Cl)Cl (stereo not given),-10,6,4,-1,12%,nt,-2%,0%,-0.4%,2%,-3
CCn1nnnc1SCC(=O)N1c2ccccc2Sc2ccccc21,-2,11,0,-8,-9%,-10%,-11%,-1%,-0.8%,-1%,16
CCN1CCN(C(=S)Nc2ccc(C(C)=O)cc2)CC1,5,-21,2,3,0%,3%,0%,3%,0.0%,-1%,6
CCc1ccc(NC(=O)Nc2ccncc2)cc1,nt,2,0,-21,7%,20%,-1%,0%,-0.1%,0%,?
COc1ccc(NC(=O)C2CCCN(c3c4c(nc5ncnn35)CCC4)C2)cc1OC (stereo not given),1,5,1,-8,7%,-7%,1%,2%,-0.2%,1%,-2
O=S(=O)(/N=C/c1ccccc1O)c1cccs1,6,1,5,-10,-3%,0%,-9%,-3%,0.5%,-2%,0
CCCn1nnnc1NC(=O)c1cc(Br)ccc1OC,-8,10,2,-9,-2%,-2%,-2%,0%,-0.1%,0%,2
Cc1cc(N/N=C/c2ccc(Cl)cc2Cl)nc(NCc2ccccc2)n1,?,-1,-3,-5,18%,-12%,1%,nt,2.7%,-1%,-3
CCCC(C(=O)NC(C)(C)CC)N(CC1CCCO1)C(=O)CNS(=O)(=O)c1ccc(F)cc1 (stereo not given),-4,14,0,40[activator],3%,nt,nt,0%,0.3%,4%,12
COc1cccc(N(C(=O)c2snc(C(N)=O)c2N)C(C(=O)NCc2ccccc2)c2ccc(O)cc2)c1 (stereo not given),-10,-3,3,11,0%,28%,-1%,17%,0.3%,-3%,-3
Cc1ccccc1NC(=O)CSc1nc(Nc2ccccc2)nc(N2CCOCC2)n1,5,-11,2,17,10%,4%,6%,-1%,-0.1%,0%,10
O=C(NCc1ccccc1)N1CCC(Cc2ccccc2)CC1,22,-2,-3,3,-2%,?,0%[11.5 µM],-3%,-0.5%,1%,?
CCSc1nsc(NC(=O)Nc2ccc(F)cc2F)n1,-7,-9,1,-10,4%,4%,1%[11.5 µM],6%,-0.1%,-5%,1
CC(C)NC(=O)c1nn2c(C(F)(F)F)cc(-c3ccco3)nc2c1Cl,3,2,1,-19,10%,19%,7%,-1%,0.4%,1%,-2
Cc1ccc(CNC(=O)C(N=C2NS(=O)(=O)c3ccccc32)C(C)C)cc1 (stereo not given),10,-2,nt,-4,nt,nt,nt,nt,2.8%,2%,4
O=C(CNc1cccc(S(=O)(=O)N2CCCC2)c1)Nc1cccc(F)c1,7,2,nt,3,nt,nt,nt,nt,0.4%,3%,16
COc1ccccc1CN=C1NC(=O)C(CC(=O)Nc2ccc(C(C)=O)cc2)S1 (stereo not given),13,-4,-2,-2,1%,nt,2%,-4%,0.4%,1%,5
O=C(Oc1ccc[nH]c1=O)c1cccc(Cl)c1,-5,-8,-11,-7,65%[activator],3%,8%,11%,-0.4%,0%,-2
O=C(NCC1CCCO1)c1ccc(S(=O)(=O)Nc2ccccc2F)cc1 (stereo not given),-6,-1,nt,-4,nt,nt,nt,nt,-0.3%,5%,-5
COc1ccc(C)cc1Nc1n[n+](-c2ccccc2)c(-c2cc(OC)c(OC)cc2Br)s1,-13,-1,-2,-14,?,-29%,0%,nt,0.2%,1%,3
COCCN1CCN(C(=O)c2ccc3nc(Cc4ccc(OC)c(OC)c4)oc3c2)CC1,nt,-5,nt,-2,13%,nt,2%,-3%,-1.2%,4%,2

# Not all compounds are listed; the hit share may differ from the screen's.
